# USP1-UAF1 inh: inhibitors of human USP1/UAF1 deubiquitinase. O94782. recombinant USP1/UAF1, Ub-Rhodamine cleavage fluorescence. Potency, µM (titrated, usually from 57.1 µM), for the others: top-dose activity change, negative = inhibition, hits mostly inhibitors. 390,000 compounds, 0.23% hits; note: % is set by controls: 0 for no effect and ±100 for the full control effect; nearly all actives have a fitted effect of over 60% in size; inactives centre near -12
#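 High-throughput fluorogenic screen: 1nM USP1/UAF1 complex, Ub-Rho substrate 150nM final, 50mM HEPES pH 7.8 with 0.5mM EDTA, 0.1 mg/ml BSA, 1mM TCEP and 0.01% Tween-20.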
# Vif-APOBEC3G blk: blocks the Vif interaction with human APOBEC3G; HeLa A3G-eYFP + Vif (tagged APOBEC3G with the HIV-1 protein that degrades it), YFP fluorescence, overnight; Q9HC16; 410,000 compounds, 0.076% hits; Potency, µM (top dose mostly 46.1 µM), inactives show at the top dose activity, negative = active, most hits filed as inhibitors; AID 602310;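 note: % is set by controls: 0 for no effect and ±100 for the full control effect; nearly all actives have a fitted effect of over 60% in size; hits raise eYFP signal because A3G escapes Vif-driven loss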
# Target sequence (Q9HC16 whole entry, looked up): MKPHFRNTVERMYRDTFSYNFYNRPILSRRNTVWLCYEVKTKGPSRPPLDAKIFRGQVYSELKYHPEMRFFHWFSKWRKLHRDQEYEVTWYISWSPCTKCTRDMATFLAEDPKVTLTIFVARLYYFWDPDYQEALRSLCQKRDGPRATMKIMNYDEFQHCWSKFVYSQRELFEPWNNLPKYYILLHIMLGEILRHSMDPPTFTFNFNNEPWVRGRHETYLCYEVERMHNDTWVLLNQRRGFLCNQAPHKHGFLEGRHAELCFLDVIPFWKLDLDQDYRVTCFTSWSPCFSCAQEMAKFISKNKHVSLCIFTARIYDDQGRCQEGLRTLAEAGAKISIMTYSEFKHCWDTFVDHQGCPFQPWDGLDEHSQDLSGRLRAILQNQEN
#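 Read-out is eYFP fluorescence (Ex 488/Em 500-530) from Vif-expressing HeLa A3G-eYFP cells; more signal means A3G escaped Vif-mediated degradation. Cells plated overnight, compound pinned in, incubated overnight at 37 deg C.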
# RGS4 inhibitor: human RGS4 inhibition. P49798. Transcreener GDP fluorescence polarization, RGS4-accelerated GTP hydrolysis. 390,000 compounds, 0.039% hits. Potency, µM (doses to about 114 µM), for inactives: at the top dose activity change, negative = inhibition, most hits filed as inhibitors; note: % is set by controls: 0 for no effect and ±100 for the full control effect; nearly all actives have a fitted effect of over 75% in size; some results filed as inactive show a strong effect at the top dose
# Target sequence (P49798 whole entry, looked up): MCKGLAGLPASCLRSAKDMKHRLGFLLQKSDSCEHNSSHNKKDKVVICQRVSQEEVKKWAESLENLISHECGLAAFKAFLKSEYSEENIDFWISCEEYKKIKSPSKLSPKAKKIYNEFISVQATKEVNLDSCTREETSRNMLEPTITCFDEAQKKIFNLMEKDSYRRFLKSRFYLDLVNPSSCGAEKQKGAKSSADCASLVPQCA
#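 MLSMR compounds (23 nl, pin-transferred) preincubated 10 min at room temperature with a 500nM (2x) first reagent, then RGS4 at 900nM (2x) plus Transcreener GDP mix added; fluorescence polarization (620/688 nm) read before and after 90 min at 30 °C.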
# 12-LOX inh: blocks human arachidonate 12S-lipoxygenase; P18054; purified 12hLO, xylenol orange hydroperoxide absorbance; Potency, µM (highest dose often 108 µM), for the others: at the top dose activity change, negative = inhibition, usual class: inhibitors; 580,000 compounds, 1.1% hits; note: % is set by controls: 0 for no effect and ±100 for the full control effect
#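 Hydroperoxide product was detected by ferrous iron/xylenol orange as the 573 to 405 nm absorbance ratio. Arachidonic acid at 40 uM (final) was turned over for 30 min at room temperature by 150 nM human 12hLO, pH 7.0 Hepes buffer, after 15 min compound preincubation.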
# RXFP1 agonist: agonists of human relaxin receptor RXFP1; 370,000 compounds, 0.3% hits; Potency, µM (highest dose often 57.5 µM), for the others: top-dose activation, usual class: activators; AID 2676; Q9HBX9; HEK293T-RXFP1 cAMP TR-FRET, 30 min; response scale: percent of porcine relaxin response, buffer zero; note: % is set by controls: 0 for no effect and ±100 for the full control effect; nearly all actives have a fitted effect of over 60% in size; many of its hits are not listed in these tables
#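 HEK293T cells stably expressing RXFP1 were pretreated with the PDE4 inhibitor Ro 20174, exposed to compounds for 30 min at 37C, lysed, and cAMP was read by TR-FRET. Data normalized to buffer (basal) and 29 nM porcine relaxin (100%).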
# TrxR1 substrate: substrates of rat thioredoxin reductase 1; O89049; purified TrxR1 substrate turnover, NADPH consumption readout; Potency, µM (doses to about 114 µM), for inactives: top-dose activity change, negative = substrate turnover; 390,000 compounds, 0.01% hits; AID 588456; note: % is set by controls: 0 for no effect and ±100 for the full control effect; nearly all actives have a fitted effect of over 50% in size
# Target sequence (O89049 whole entry, looked up): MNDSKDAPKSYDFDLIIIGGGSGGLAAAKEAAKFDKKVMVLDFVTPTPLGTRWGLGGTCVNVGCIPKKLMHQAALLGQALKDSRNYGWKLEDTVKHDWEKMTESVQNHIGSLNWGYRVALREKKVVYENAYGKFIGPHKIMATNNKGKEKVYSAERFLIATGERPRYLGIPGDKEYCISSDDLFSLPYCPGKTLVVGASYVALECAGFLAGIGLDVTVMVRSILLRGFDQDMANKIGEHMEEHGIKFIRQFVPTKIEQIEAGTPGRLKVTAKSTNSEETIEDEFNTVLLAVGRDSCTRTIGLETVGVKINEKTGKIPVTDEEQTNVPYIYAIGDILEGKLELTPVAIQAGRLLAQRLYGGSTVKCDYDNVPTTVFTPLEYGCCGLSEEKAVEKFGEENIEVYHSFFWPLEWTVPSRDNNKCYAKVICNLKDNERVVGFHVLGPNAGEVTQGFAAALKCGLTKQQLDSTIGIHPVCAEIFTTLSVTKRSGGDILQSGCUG
#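 Rat TrxR1, dispensed at 90 nM, was prereduced with 400 uM NADPH (final) for 5 min at ~22 deg C, then incubated with compound 15 min before 400 uM selenite. A first-read NADPH fluorescence drop versus no-compound background flagged substrates.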
# Vif-APOBEC3F blk: Vif-A3F binding inhibition; HeLa A3F-eYFP + Vif (tagged APOBEC3F with the HIV-1 protein that degrades it), YFP fluorescence increase; 390,000 compounds, 0.2% hits; Potency, µM (doses to about 46.1 µM), without a hit: at the highest dose activity, negative = active; AID 602313; note: % of control where 0% means no effect; nearly all actives have a fitted effect of over 65% in size
#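 HeLa cells stably expressing Vif plus C-terminally eYFP-tagged A3F were seeded, incubated overnight at 37 deg C, dosed with compound, incubated overnight again at 37 deg C. Yellow fluorescence (Ex 488/Em 500-530) reported blocked Vif-mediated A3F-eYFP degradation.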
# mIDH1 inhibitor: human IDH1 R132H inhibition | 390,000 compounds, 0.093% hits | O75874 | Potency, µM (titrated, usually from 76.6 µM), without a hit: at the highest dose activity change, negative = inhibition, most hits filed as inhibitors | IDH1-R132H enzyme, NADPH consumption, diaphorase/resazurin fluorescence; note: % is set by controls: 0 for no effect and ±100 for the full control effect; nearly all actives have a fitted effect of over 65% in size
#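 IDH1-R132H (0.5 ug/mL dispensed) in pH 7.5 Tris buffer was preincubated 30 min with compound, then given a substrate mix of 0.016 mM NADPH and 2 mM alpha-KG for 80 min at room temperature; remaining NADPH was read by diaphorase/resazurin fluorescence.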
# rTrxR1 inhibitor: blocks rat thioredoxin reductase 1 | AID 588453 | recombinant rTrxR1, NADPH fluorescence consumption, selenite substrate | 390,000 compounds, 1% hits | Potency, µM (titrated, usually from 114 µM), without a hit: at the highest dose activity change, negative = inhibition, hits mostly inhibitors | O89049; note: % is set by controls: 0 for no effect and ±100 for the full control effect; nearly all actives have a fitted effect of over 65% in size
#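 Rat TrxR1 (90 nM in the dispensed reagent) was pre-reduced with 400 uM NADPH for 5 min at room temperature, then incubated with compound for 15 min. After 400 uM selenite was added, NADPH fluorescence (Ex 340/Em 450 nm) was followed for 8 min.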
# * hit, by the source's call; i = inactive; ? = inconclusive; / = not tested or not shown; & = joins results of further samples; [ ] = another dose, or the depositor's remark. Calls come from the whole dose curve; as a rule, active = well fitted curve in the direction sought with a large enough effect; inconclusive = small, poorly fitted or top-dose-only effect, or another doubt; inactive = no such curve, though single readings can be large; an effect the other way counts as inactive or inconclusive. Potency is the fitted concentration of half-maximal effect.
# Order of values: USP1-UAF1 inh, Vif-APOBEC3G blk, RGS4 inhibitor, 12-LOX inh, RXFP1 agonist, TrxR1 substrate, Vif-APOBEC3F blk, mIDH1 inhibitor, rTrxR1 inhibitor
> C#CCOCCOCCOCCNc1nc(N2CCN(C(=O)[C@H]([C@@H](C)CC)n3cc([C@@H](N)Cc4ccc(O)cc4)nn3)CC2)nc(N2CCN(C(=O)[C@H](Cc3cc4ccccc4[nH]3)n3cc([C@@H](N)CC(C)C)nn3)CC2)n1
    -40%, 1%, -42%, /, 2.4%, -3%, -9%, 0%, ?
> CC(=O)NC12CC3CC(C1)CC(C(=O)OCC(=O)Nc1ncc(Cl)c(C)c1Cl)(C3)C2
    -10%, 2%, 2%, ?, 3.4%, 1%[57.1 µM], -4%, -8%, -12%[57.1 µM]
> c1cnc(-c2noc(CN3CCN(C4C5CC6CC(C5)CC4C6)CC3)n2)cn1 (configuration not stated)
    1%, 4%, 5%, 8%, 0.2%, 2%, -3%, -9%, 14%
> CCc1ccc(NC(=O)CSc2nc(NS(=O)(=O)c3ccccc3)cc(=O)[nH]2)cc1
    -20%, -7%, -17%, ?, -0.4%, -3%[57.1 µM], 5%, -11%, 7%[57.1 µM]
> CCOC(=O)N1CCN(C(=O)CN(c2cccc(OC)c2)S(C)(=O)=O)CC1
    -23%, 0%, 19%, -19%, 0.4%, 3%, -2%, -4%, 14%
> CCc1ccc(N2C(=O)C(Cl)=C(Nc3ccc(C(=O)N4CCCC4)cc3)C2=O)cc1
    -9%, -11%, -10%, /, -0.5%, -1%, 0%, 1%, 31%[activator]
> CC(SCc1ccccc1)C(=O)N/N=C/c1ccc(OCC(=O)NCc2ccco2)cc1 (configuration not stated)
    -26%, -10%, -11%, 25%, 3.2%, 7%[57.1 µM], -2%, -4%, -7%
> O=C(COc1cc(F)ccc1[N+](=O)[O-])Nc1cccc(S(=O)(=O)NC2=NCCC2)c1
    -22%, -9%, 2%, 358%[activator], -1.2%, -4%, 5%, -5%, 3%
> Cc1onc(-c2c(Cl)cccc2Cl)c1C(=O)ONC(=O)c1ccccc1
    -14%, -1%, 3%, 0%, 0.0%, -3%, 3%, 1%, 10%
> O=C(COc1ccc(F)cc1)NCCNC(=O)COc1ccc(F)cc1
    -17%, -18%, 6%, 1%, /, -2%, -13%, 8%, 11%
> CCOC(=O)c1cccc(NC(=O)c2cnccn2)c1
    -15%, 0%, 8%, 0%, 2.4%, -3%, -7%, -2%, 11%
> COc1ccc(-c2cc(C(=O)Oc3cccc(C)c3)c3cc(C)ccc3n2)cc1
    -13%, -3%, 8%, -12%, 2.2%, 73%[activator], 2%, -12%, 21%
> O=C(COC(=O)C1(c2ccc(F)cc2)CCCC1)NC1CC1
    -5%, -1%, 10%, 26%, 0.2%, -8%, 0%, 0%, 3%
> O=c1[nH]c(COc2ccc(Cl)cc2Cl)nc2ccccc12
    -4%, 4%, 3%, 2%, 20%, 5%, -7%, 13%, 11%
> O=C(Nc1nc2ccccc2[nH]1)c1cccc(Cl)c1
    1%, 2%, 5%, 6%, 1.1%, -3%, 0%, 3%, 6%

# The list continues.
# Order of values: USP1-UAF1 inh, Vif-APOBEC3G blk, RGS4 inhibitor, 12-LOX inh, RXFP1 agonist, TrxR1 substrate, Vif-APOBEC3F blk, mIDH1 inhibitor, rTrxR1 inhibitor
> Cc1cc(NC(=O)c2cc(-c3ccncc3)nc3c(C)cccc23)no1
    -8%, ?, 13%[11.4 µM], 0%&17%, 1.3%, 11%[57.1 µM], -1%, -10%, -4%[57.1 µM]
> NC(=O)c1ccccc1NC(=O)Nc1cccc(Cl)c1
    -4%, 1%, -5%, 3%, 6.2%, 13%, -9%, 7%, 0%
> O=C1Nc2ccccc2/C1=C/c1ccccc1F
    -23%, -9%, -49%[56.9 µM], 3%, -3.5%, -2%, -12%, 1%, 10%
> O=C(NCCCN1CCC(Cc2ccccc2)CC1)c1ccc(CS(=O)c2ccccc2Cl)o1 (configuration not stated)
    -19%, -1%, /, ?, /, /, -16%, -13%, /
> Nc1c(N2CCCC2)cc(Cl)c2nonc12
    16µM*, 1%, -50%, /, -0.4%, -6%, -17%, 1%, 25µM*
> CCCCC(=O)Nc1cccc(NC(=S)NC(=O)COc2ccccc2Cl)c1
    -13%, 1%, 11%, -29%, 0.3%, -10%, -31%, 0%, -7%
> NC(=O)CC[C@H](NC(=O)[C@H](Cc1ccccc1)n1c(=O)[nH]c2ccccc2c1=O)C(=O)N1CCC[C@H]1C(=O)O
    -28%, -3%, -17%, ?, 0.4%, 6%, -1%, -8%, 0%
> Cc1oc2c(c(C)cc3oc(=O)c(CC(=O)NCCc4ccccc4)c(C)c32)c1C
    15%, 7%, 13%, 0%, -0.7%, 24%, 6%, 26%, 37%[activator]
> O=C1CCc2cc(S(=O)(=O)NCc3ccc(F)cc3)cc3c2N1CC3
    -15%&-22%, 1%&3%, -18%&-2%, -4%&-19%, 4.8%&-1.3%, -7%, 5%&5%, 5%&5%, -6%
> COc1cc(NC(=O)C2=CC(c3ccco3)=NS(=O)(=O)N2C)cc(OC)c1OC
    -18%&-10%, 0%&-1%, 23%&-19%, -11%&-11%, 0.9%&5.4%, -10%&-6%, 1%&4%, -7%&13%, 2%&1%
> C=CCNc1nc(NCC)nc(N2CCOCC2)n1
    -10%, 1%, -32%, 95%[activator], 6.7%, 6%[57.1 µM], -11%, 2%, 2%[57.1 µM]
> CCCCn1c(N)c(N(CC)C(=O)c2ccc3c(c2)S(=O)(=O)c2ccccc2C3=O)c(=O)[nH]c1=O
    -18%, 0%, -26%[56.9 µM], ?, -0.6%, -1%, -8%, 6%, -3%
> COCCCNC(NC(=O)c1ccc(C)cc1)C(Cl)(Cl)Cl (configuration not stated)
    -18%, 3%, -18%, i, 0.9%, -2%, 3%, 5%, -7%
> COc1ccccc1N1CCN(C(=O)c2oc3c(c2C)C(=O)CC(C)(C)C3)CC1
    -14%, -26%, 17%, -1%, -0.1%, 8%, -1%, 6%, 38%[activator]
> COC(=O)Cc1cc(=O)oc2c(C)c(O)ccc12
    -10%, 1%, -15%, 6%, 11%, 487%[activator], 2%, -1%, 79%[activator]

# Five consecutive compounds out of the list so far, for reference:
# Order of values: USP1-UAF1 inh, Vif-APOBEC3G blk, RGS4 inhibitor, 12-LOX inh, RXFP1 agonist, TrxR1 substrate, Vif-APOBEC3F blk, mIDH1 inhibitor, rTrxR1 inhibitor
> C=CCNc1nc(NCC)nc(N2CCOCC2)n1
    -10%, 1%, -32%, 95%[activator], 6.7%, 6%[57.1 µM], -11%, 2%, 2%[57.1 µM]
> CCCCn1c(N)c(N(CC)C(=O)c2ccc3c(c2)S(=O)(=O)c2ccccc2C3=O)c(=O)[nH]c1=O
    -18%, 0%, -26%[56.9 µM], ?, -0.6%, -1%, -8%, 6%, -3%
> COCCCNC(NC(=O)c1ccc(C)cc1)C(Cl)(Cl)Cl (configuration not stated)
    -18%, 3%, -18%, i, 0.9%, -2%, 3%, 5%, -7%
> COc1ccccc1N1CCN(C(=O)c2oc3c(c2C)C(=O)CC(C)(C)C3)CC1
    -14%, -26%, 17%, -1%, -0.1%, 8%, -1%, 6%, 38%[activator]
> COC(=O)Cc1cc(=O)oc2c(C)c(O)ccc12
    -10%, 1%, -15%, 6%, 11%, 487%[activator], 2%, -1%, 79%[activator]

# The list goes on.
# Order of values: USP1-UAF1 inh, Vif-APOBEC3G blk, RGS4 inhibitor, 12-LOX inh, RXFP1 agonist, TrxR1 substrate, Vif-APOBEC3F blk, mIDH1 inhibitor, rTrxR1 inhibitor
> COC(=O)c1cn(CC(=O)Nc2ccc(F)cc2)c2ccccc12
    -8%, 4%, 3%, -3%, 2.4%, 6%, -9%, -1%, 27%
> COc1ccc(S(=O)(=O)NCCN2CCNC2=O)cc1OC
    -12%, 0%, 2%, ?, 3.9%, 6%[57.1 µM], -5%, 5%, 4%[57.1 µM]
> O=C1c2ccccc2C(=O)N1CCN1CCCCC1
    -9%, ?, 30%, 124%[activator], 0.9%, -11%, -5%, 1%, -11%
> COc1ccc2c(CC(=O)OCC(=O)Nc3cccc(C)c3)coc2c1
    -17%, 0%, -9%, ?, 0.4%, 4%, 3%, -8%, 4%
> O=C(NCc1ccccc1CN1CCCC1)c1cc2cc(Cl)ccc2o1
    -21%, -6%, 5%, 30%, 0.6%, 2%, -3%, -2%, 11%
> Nc1c(Nc2ccccc2)c2ccccc2oc1=O
    -5%, -8%, 8%, 0%, -0.9%, -8%, 4%, -1%, -10%
> CCCCN1C(=O)C(O)=C(C(C)=O)C1c1ccccc1[N+](=O)[O-] (configuration not stated)
    -21%, -1%, -35%, -9%, -5.6%, -7%, -2%, 9%, 2%
> O=C(CCNC(=O)N1CC(=O)Nc2ccccc21)Nc1ccc(Br)cc1F
    -14%, 1%, -7%, -6%, 0.1%, 4%, 5%, 9%, 13%
> COC(=O)c1cc(OC)c(OC)cc1NC(=O)CN1CCOCC1
    -18%, 0%, -3%, 0%, 3.0%, 2%, -10%, 2%, 9%

# Screening results: PubChem, National Center for Advancing Translational Sciences (NCATS)

# Only part of the results is shown; rates above refer to the full screens.
